Bioassay records deposited in PubChem by several laboratories.
HUVEC inhibit = inhibitors of HUVEC proliferation, primary screen, cell-based, 384-well | CellTiter-Glo luminescence, 72 h; hits give low values | viability, % at 10 µM (by protocol) | 86,000 tested, 1.1% active;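 active means viability at or below 30%; inactive means viability above 30%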;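 further: 100% = median luminescence of DMSO-only cell control wells on each plate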
Calb biofilm kill = clotrimazole potentiators killing Candida biofilms, primary screen, with clotrimazole, Alamar Blue; C. albicans biofilm + clotrimazole; inhibition, % at 6 µM; 85,000 tested, 0.14% active; AID 834, 2007;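 active means inhibition above 20%; inactive means inhibition below 20%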;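 further: preformed 24 hr biofilms exposed to compound for 48 hr; 0% = biofilm without compound and 100% = blank killed by clotrimazole plus chlorhexidine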
sEH act = soluble epoxide hydrolase activators, primary screen, biochemical, human sEH. purified human sEH enzymatic activity, activator screen. activation, % at 2 µM. Bifunctional epoxide hydrolase 2 (Homo sapiens), P34913. 91,000 tested, 0.04% active; in the data active means activation above about 37%; further: values of inactives mirror those of a sister screen read the other way
Lung fibro prol = antiproliferative effect on LL 47 fibroblasts – human, LL 47 cells, CellTiter-Glo luminescence, primary screen | LL 47 human lung fibroblast viability, ATP luminescence; hits give low values | 85,000 tested, 1.1% active | viability, % at 10 µM;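 active means viability at or below 50% in the single dose screen; inactive means viability above 50%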;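 further: compound exposure lasted 72 h before the ATP readout; 100% = median luminescence of untreated cell-only wells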
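Test system: LL 47 human lung fibroblasts; Quantity: 1,150 cells/well; Buffer or medium: IMEM plus 15% FBS; Dosing: tenfold compound dosing solution, DMSO at 0.1%; Timing: overnight cell rest, 72 h compound treatment at 37 °C; Detection: ATP-based CellTiter-Glo luminescent readout; Read-out basis: viability percentage against median untreated-cell control; Controls: cell-only wells, no compound.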
ERa coact pot = enhancers of ERα–SRC-1 coactivator binding, primary screen, biochemical, TR-FRET, ERα LBD, low estradiol | AID 639, 2007 | coactivator binding (% of control), % at 25.6 µM | TR-FRET ERalpha-LBD/SRC-Cy5 coactivator binding, 2 h; 100 = basal binding, no effect | Estrogen receptor (Homo sapiens), P03372 | 86,000 tested, 1.3% active; in the data active means activity above about 200%;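 further: binding measured in presence of low estradiol as agonist stimulus; 0% = peptide alone without receptor and 100% = receptor with peptide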
Target sequence (P03372 whole entry, looked up, the tested form may be a part): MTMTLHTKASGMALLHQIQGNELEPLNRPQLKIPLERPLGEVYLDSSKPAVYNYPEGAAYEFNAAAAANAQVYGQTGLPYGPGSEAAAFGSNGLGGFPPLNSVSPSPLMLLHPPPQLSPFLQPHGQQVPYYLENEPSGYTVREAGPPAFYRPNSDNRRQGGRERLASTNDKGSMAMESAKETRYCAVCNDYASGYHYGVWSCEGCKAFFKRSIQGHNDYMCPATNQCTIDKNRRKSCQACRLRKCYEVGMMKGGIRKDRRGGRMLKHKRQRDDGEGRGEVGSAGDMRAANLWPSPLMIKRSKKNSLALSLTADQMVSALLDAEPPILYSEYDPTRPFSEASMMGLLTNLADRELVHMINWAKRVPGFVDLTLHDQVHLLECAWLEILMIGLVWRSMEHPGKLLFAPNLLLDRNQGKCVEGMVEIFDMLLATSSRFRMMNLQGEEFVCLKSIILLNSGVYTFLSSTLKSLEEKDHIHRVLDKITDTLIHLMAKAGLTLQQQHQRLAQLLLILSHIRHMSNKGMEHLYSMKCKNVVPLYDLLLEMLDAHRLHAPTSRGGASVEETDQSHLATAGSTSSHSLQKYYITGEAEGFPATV
ERa coact inh = ERα–SRC-1 coactivator interaction inhibitors, primary screen, biochemical, TR-FRET, ERα LBD, estradiol-bound | 86,000 tested, 1.7% active | AID 629, 2007 | TR-FRET ER-alpha LBD / SRC-1 peptide | inhibition, % at 25.6 µM; in the data active means inhibition above about 50%;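 further: 0% = receptor plus peptide control and 100% = peptide only without receptor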
H69AR growth 86K = proliferation blockers of H69AR lung cancer cells, primary screen, cell-based, human, 86K library; H69AR lung tumor viability, ATP luminescence, 72 h; hits give low values; viability, % at 10 µM; 85,000 tested, 6% active; AID 598, 2007;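 active means viability at or below 40%; inactive means viability above 40%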;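 further: multidrug resistant small cell line overexpressing MRP-1 efflux transporter; 100% = mean luminescence of untreated control wells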
ERb SRC1 inh = inhibitors of ERβ-SRC1 coactivator interaction, primary screen, biochemical, TR-FRET, ERβ LBD, SRC-1 peptide; Estrogen receptor beta (Homo sapiens), Q92731; TR-FRET ER-beta LBD / SRC1-Cy5 peptide binding; receptor agonist-loaded with 1 µM estradiol; inhibition, % at 25.6 µM; 86,000 tested, 1.3% active;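 active means compounds whose percent inhibition of the receptor-coactivator binding signal exceeds about 50% in the single-dose screen, limit read from the data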;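 further: 0% = receptor plus peptide wells without compound and 100% = peptide-only wells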
Smad3 inh = Smad3/FoxH1 peptide binding inhibitors, primary screen, biochemical, TR-FRET; Mothers against decapentaplegic homolog 3 (Homo sapiens), P84022; inhibition, % at 25 µM; TR-FRET Smad3/Dy647-FoxH1 peptide binding, europium anti-His; AID 630, 2007; 88,000 tested, 0.29% active;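 active means compounds that reduce the energy-transfer binding signal between the protein and its labelled peptide by more than half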;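 further: 0% = Smad3 plus labelled peptide maximal FRET and 100% = peptide-only background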
Target sequence (P84022 whole entry, looked up): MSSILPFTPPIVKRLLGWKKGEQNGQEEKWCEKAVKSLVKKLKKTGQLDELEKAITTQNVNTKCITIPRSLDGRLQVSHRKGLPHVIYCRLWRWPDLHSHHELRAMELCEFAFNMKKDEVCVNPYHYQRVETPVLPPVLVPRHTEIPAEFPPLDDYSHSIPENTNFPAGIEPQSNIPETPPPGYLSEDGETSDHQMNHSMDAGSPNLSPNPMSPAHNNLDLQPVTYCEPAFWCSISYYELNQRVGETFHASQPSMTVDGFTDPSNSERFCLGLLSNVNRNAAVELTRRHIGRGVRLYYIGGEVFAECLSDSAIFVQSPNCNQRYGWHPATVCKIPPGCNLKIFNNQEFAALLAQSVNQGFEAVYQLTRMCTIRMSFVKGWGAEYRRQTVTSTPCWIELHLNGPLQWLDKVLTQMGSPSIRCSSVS
An asterisk follows results filed as active; . = not tested or not shown; [ ] = another dose, or the depositor's remark.

SMILES	HUVEC inhibit	Calb biofilm kill	sEH act	Lung fibro prol	ERa coact pot	ERa coact inh	H69AR growth 86K	ERb SRC1 inh	Smad3 inh
O=C(NCc1ccco1)C(Cc1ccccc1)NS(=O)(=O)c1cccc2nsnc12 (stereo not drawn)	99	4	.	99	116	8	94	-9[fluorescence artefact?]	17
CCOC(=O)COc1ccc(S(=O)(=O)NCCC2=CCCCC2)cc1	4.4*	4	2	93	110	-9	92	-11	-5
COCCNC(=O)CS(=O)Cc1nc(-c2ccc(Cl)cc2)oc1C (stereo not drawn)	114	-1	-6	99	128	-10	97	14[fluorescence artefact?]	-15
O=S(=O)(c1ccccc1)n1ccc2ccccc21	93	3	0	91	89[fluorescence artefact?]	-6	89	-7[fluorescence artefact?]	-4
CC1CC2(CC(C)(C(=O)CSc3n[nH]c(-c4ccccc4Cl)n3)OC2=O)C(=O)O1 (stereo not drawn)	111	4	11	98	116	3	84	-6	6
CCCn1nnc(NC(=O)c2ccc(OC)cc2)n1	105	5	0	103	98	-10	98	-6	7
Cc1ccccc1N(CC(=O)N1CCN(c2ccccc2)CC1)S(C)(=O)=O	94	5	-10	101	105	3[fluorescence artefact?]	107	3[fluorescence artefact?]	-9
CCOC(=O)N1CCN(C(=O)CN(Cc2ccccc2)S(=O)(=O)c2ccc(OC)c(C)c2)CC1	101	7	8	100	153	0	71	-7	-3
O=C(C1CCCO1)N1CCc2ccccc21 (stereo not drawn)	93	8	6	95	66[fluorescence artefact?]	11	83	27[fluorescence artefact?]	-5
CC1CCC(C(=O)NC(C(=O)NCCN2CCC(C)CC2)C(C)C)CC1 (stereo not drawn)	99	-3	12	101	111	5	98	1	-19
Cc1ccccc1N1C(=O)c2ccccc2C1Nc1cccnc1 (stereo not drawn)	96	0	2	87	105	-3	92	-11	3
CC(C)Cn1nc(NC(=O)C2CCCO2)c2cc3ccccc3nc21 (stereo not drawn)	87	2	-3	91	107[fluorescence artefact?]	-25	91	-15	0
CC(=O)Nc1cc2c(cc1NC(=O)Cn1nc(-c3ccccc3F)ccc1=O)OCCO2	105	9	1	101	109	-8	98	-8	7
COc1ccc(-c2nn(CC(=O)N3CCCCC3)c(=O)c3ccccc23)cc1	101	6	-7	103	103	3	89	-9	0
CC(C)OC(=O)CC12CN(C)CC(CC(=O)OC(C)C)(CN(C)C1)C2=O	100	0	11	104	112	0	100	-9	7[fluorescence artefact?]
CCOC(=O)C1=NN(c2ccccc2C)C2=NC(C)=C(C(=O)OC)C(c3cccs3)N12 (stereo not drawn)	83	5	-4	101	85	-57	95	-4	0
CCn1c(=O)cc(NC2=NCC(C)CN2c2cccc(Cl)c2)n(C)c1=O (stereo not drawn)	101	6	.	98	106	-1[fluorescence artefact?]	55	-3[fluorescence artefact?]	6
CCn1c(COc2ccc(Cl)cc2)nnc1SCc1ccc(C#N)cc1	96	12	-15	93	115	-6	76	-4	-5
Cc1oc(/N=C/c2ccccc2O)c(C#N)c1C	91	5	0	95	97	24	61	25	2
CCn1c(=O)cc(SCC(=O)N2CCC(C)CC2)c2ccccc21	71	6	-2	94	118	0	72	-11	47[fluorescence artefact?]
Cc1ccccc1C(=O)NCCc1nnc(SCC(=O)Nc2nc(-c3ccccc3)cs2)n1C	88	2	-31	98	112	4	99	-3	7[fluorescence artefact?]
CCC(C)NC(=O)c1cc(Cl)ccc1OC (stereo not drawn)	90	4	-3	93	125	-1	90	-16	7
CCC(C)(C)NC(=O)C(c1ccc(F)cc1)N(Cc1ccco1)C(=O)CCC(=O)Nc1ccccn1 (stereo not drawn)	86	-2	.	84	112	1	72	-6	9
Cn1c(=O)c2c(SCC(=O)N3CCN(c4ccccc4)CC3)nc(C3CC3)nc2n(C)c1=O	70	8	.	94	89	3	99	3	6

10 consecutive compounds from above:
SMILES	HUVEC inhibit	Calb biofilm kill	sEH act	Lung fibro prol	ERa coact pot	ERa coact inh	H69AR growth 86K	ERb SRC1 inh	Smad3 inh
CC(C)Cn1nc(NC(=O)C2CCCO2)c2cc3ccccc3nc21 (stereo not drawn)	87	2	-3	91	107[fluorescence artefact?]	-25	91	-15	0
CC(=O)Nc1cc2c(cc1NC(=O)Cn1nc(-c3ccccc3F)ccc1=O)OCCO2	105	9	1	101	109	-8	98	-8	7
COc1ccc(-c2nn(CC(=O)N3CCCCC3)c(=O)c3ccccc23)cc1	101	6	-7	103	103	3	89	-9	0
CC(C)OC(=O)CC12CN(C)CC(CC(=O)OC(C)C)(CN(C)C1)C2=O	100	0	11	104	112	0	100	-9	7[fluorescence artefact?]
CCOC(=O)C1=NN(c2ccccc2C)C2=NC(C)=C(C(=O)OC)C(c3cccs3)N12 (stereo not drawn)	83	5	-4	101	85	-57	95	-4	0
CCn1c(=O)cc(NC2=NCC(C)CN2c2cccc(Cl)c2)n(C)c1=O (stereo not drawn)	101	6	.	98	106	-1[fluorescence artefact?]	55	-3[fluorescence artefact?]	6
CCn1c(COc2ccc(Cl)cc2)nnc1SCc1ccc(C#N)cc1	96	12	-15	93	115	-6	76	-4	-5
Cc1oc(/N=C/c2ccccc2O)c(C#N)c1C	91	5	0	95	97	24	61	25	2
CCn1c(=O)cc(SCC(=O)N2CCC(C)CC2)c2ccccc21	71	6	-2	94	118	0	72	-11	47[fluorescence artefact?]
Cc1ccccc1C(=O)NCCc1nnc(SCC(=O)Nc2nc(-c3ccccc3)cs2)n1C	88	2	-31	98	112	4	99	-3	7[fluorescence artefact?]

Later entries:
SMILES	HUVEC inhibit	Calb biofilm kill	sEH act	Lung fibro prol	ERa coact pot	ERa coact inh	H69AR growth 86K	ERb SRC1 inh	Smad3 inh
O=C(Nc1cccc2nsnc12)c1ccc2c(c1)OCO2	80	5	-5	91	119	-4	84	-7	1
O=C(Nc1cccnc1)c1c(O)c2cccc3c2n(c1=O)CC3	103	2	6	100	95[fluorescence artefact?]	11[fluorescence artefact?]	15*	10[fluorescence artefact?]	20[fluorescence artefact?]
Cn1c[n+](C)cc1/C=N/O	97	-3	14	104	109[fluorescence artefact?]	-2	90	-3	-8
COC(=O)c1ccc(C(=O)OC)c(NC(=O)CN2CCN(c3ccc(OC)cc3)CC2)c1	98	5	-1	95	125	1	84	2	9
CC(C)CC(=O)Nc1ccc(S(=O)(=O)NCc2ccco2)cc1	100	4	3	92	76	18	101	24	11
Cc1ccc(NC(=O)CSc2nc3ccccc3c3nc(CCc4c(C)n[nH]c4C)nn23)cc1F	66	3	2	85	142[fluorescence artefact?]	54*[fluorescence artefact?]	43	26	44[fluorescence artefact?]
Cc1ccc(S(=O)(=O)c2c(N)n(/N=C/c3ccco3)c3nc4ccccc4nc23)cc1C	51	-10	8	90	96[fluorescence artefact?]	19[fluorescence artefact?]	77	38[fluorescence artefact?]	-11
COc1ccc(S(=O)(=O)N2CCC(C(=O)N3CCCCC3)CC2)cc1Cl	105	0	-4	100	111[fluorescence artefact?]	5[fluorescence artefact?]	101	-1[fluorescence artefact?]	7
CCC(C)NS(=O)(=O)c1ccc(OCC(=O)Nc2ccc3c(c2)OCO3)cc1 (stereo not drawn)	94	0	-1	108	85	4	92	27	-17
Cc1c(C(=O)N2CCN(c3ccccc3)CC2)sc2ncnc(N3CCN(c4ccccc4)CC3)c12	89	10	-4	105	400*[fluorescence artefact?]	2[fluorescence artefact?]	74	8[fluorescence artefact?]	7
COc1cc(OC)cc(C(=O)NC2CCN(CC(=O)Nc3cccc4ccccc34)CC2)c1	81	5	-8	106	100	-22	39*	-17	5
Cc1cccc(OCC(O)Cn2c(-n3nc(C)cc3C)nc3c2c(=O)[nH]c(=O)n3C)c1 (stereo not drawn)	107	-2	.	104	90	-4[fluorescence artefact?]	76	4	-8
CCN(/C=N/c1sc2c(c1C#N)CC(C)(C)NC2(C)C)CC	86	-1	6	93	107	1	102	8	1
O=C(CSc1nc2ccccc2o1)NCCOc1ccccc1	93	5	-1	96	117	-4	94	-14	8
Cc1ccccc1OCC(=O)NCCN1CCCC1	100	0	-8	98	99	2	95	-1[fluorescence artefact?]	-13
Cc1ccc(S(=O)(=O)CCc2nnc(N)s2)cc1	110	2	-8	111	97	-4	84	-13	0
CC(=O)Oc1ccc2c(C)cc(=O)[nH]c2c1	73	8	.	88	107	15[fluorescence artefact?]	101	-2[fluorescence artefact?]	0
COCCn1c(SCC(=O)Nc2nc3ccccc3s2)nnc1-c1ccoc1C	96	3	-8	92	108	3	68	0[fluorescence artefact?]	11
O=C(c1cc(-c2cccs2)on1)N1CCN(c2ccc(F)cc2)CC1	102	9	-17	98	92	-5	102	-5	1
Cc1nc(N2CCCC2C(=O)O)c2oc3ccccc3c2n1 (stereo not drawn)	88	7	2	91	119	-6	90	-10	-5
N=c1c(-c2nc3ccccc3[nH]2)cc(C(=O)c2cccs2)nn1-c1ccccc1	70	5	0	86	61[fluorescence artefact?]	92*[fluorescence artefact?]	5.4*	62*[fluorescence artefact?]	8[fluorescence artefact?]
COc1ccc(N2CCC(CNC(=O)Nc3ccc(OC)cc3OC)C2)cc1 (stereo not drawn)	96	4	-46	96	93[fluorescence artefact?]	-2[fluorescence artefact?]	70	2	7
COc1cccc(Nc2nc(=O)[nH]nc2C)c1	100	1	6	102	104[fluorescence artefact?]	-2	84	-2	4
COc1ccc(-c2nnc(SCc3ccccc3F)o2)cc1OC	108	1	.	102	93	3	106	-1	0
COC(=O)c1[nH]c2cccc(OC)c2c1NC(=O)CCN1CCN(c2ccccc2F)CC1	100	2	-23	100	109	4[fluorescence artefact?]	82	-4[fluorescence artefact?]	11
CC(C)NS(=O)(=O)c1ccc(OCC(=O)NCC2CCCO2)c(Cl)c1 (stereo not drawn)	94	1	-5	108	104[fluorescence artefact?]	3[fluorescence artefact?]	104	-3[fluorescence artefact?]	0
Cc1ccc(OCCCC(=O)Nc2ccc(S(=O)(=O)Nc3cc(C)on3)cc2)cc1	95	4	.	105	107	5	91	1	9[fluorescence artefact?]
COCCn1c(-c2cc(OC)c(OC)c(OC)c2)nc2oc3ccccc3c(=O)c2c1=O	84	-2	.	90	115	-4	81	1[fluorescence artefact?]	-6

Some of the compounds tested (hit frequency here may not be typical).
